# Screening results as filed in PubChem.
# OX1R antag-1: antagonists of human orexin 1 receptor (OX1R); OX1R-expressing cells, FRET antagonist read-out; AID 485270, 2010; Orexin/Hypocretin receptor type 1 (Homo sapiens), O43613; 330,000 compounds, 1.8% hits; inhibition, % at 6.6 µM; in the data active = inhibition mostly above about 38%, no sharp cut-off; inactive = mostly below about 40%;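 also: 0% = agonist challenge alone and 100% = reference antagonist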
# Target sequence (O43613 whole entry, looked up): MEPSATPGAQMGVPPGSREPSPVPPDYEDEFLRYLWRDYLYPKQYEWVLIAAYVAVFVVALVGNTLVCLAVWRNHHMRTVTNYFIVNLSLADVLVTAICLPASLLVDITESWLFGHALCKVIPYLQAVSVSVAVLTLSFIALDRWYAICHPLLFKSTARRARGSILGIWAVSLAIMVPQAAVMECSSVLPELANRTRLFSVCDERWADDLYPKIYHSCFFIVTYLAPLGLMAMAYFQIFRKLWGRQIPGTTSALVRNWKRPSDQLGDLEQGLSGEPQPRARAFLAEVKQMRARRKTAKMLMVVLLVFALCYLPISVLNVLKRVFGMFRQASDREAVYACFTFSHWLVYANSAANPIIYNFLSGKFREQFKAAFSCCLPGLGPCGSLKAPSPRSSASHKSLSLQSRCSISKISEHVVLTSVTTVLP
# OX1R antag-2: OX1R (HCRTR1) antagonists, primary screen, fluorescence, CHO/OX1R cells, Fluo-8 calcium, orexin A; inhibition, % at 5 µM; AID 434989, 2010; Fluo-8 calcium fluorescence; Orexin/Hypocretin receptor type 1 (Homo sapiens), O43613; 330,000 compounds, 0.43% hits;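 active = inhibition above its plate's threshold, mean inhibition of all tested compounds on the plate plus 3 SD, cut at about 37% in these data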;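 also: 0% = orexin A challenge wells and 100% = SB-334867-A antagonist wells; not every result past the cut was called active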
# Numbers without * were called inactive; & = joins results of further samples.
SMILES,OX1R antag-1,OX1R antag-2
O=c1onc(-c2ccccc2)n1-c1cc(Cl)cc(Cl)c1,10,-18
O=C(CCC(=O)Nc1ccc(F)cc1)N/N=C/c1ccncc1,20,1
N#C/C(=C\c1ccc(-c2ccc([N+](=O)[O-])cc2)o1)C(=O)Nc1nc(-c2cccs2)cs1,7,-8
Cc1ccc(C)c2c(N)c3c(nc12)CCCCC3 (tested in a mixture with another compound),12,-7
COc1cc(OC)c2ccc(=O)oc2c1C(CCN1CCOCC1)c1ccc2c(c1)OCO2 (stereo unspecified),9,-36
NC(=O)C1CCN(C(c2ccccc2Cl)c2nnnn2Cc2ccc3c(c2)OCO3)CC1 (stereo unspecified),17,4
Fc1ccc(NC(=S)N2CCN(c3ncccn3)CC2)cc1,7,-8
CCC[C@@H]1Cc2ccccc2N1C(C)=O,3,0
O=C(CSc1nnc(-c2ccccc2Cl)o1)Nc1ccc2c(c1)OCCO2,6,-11
CCCCCCOc1ccc(N2C(=O)CC(NCc3ccc(S(N)(=O)=O)cc3)C2=O)cc1 (stereo unspecified),3,-6
O=C(O)C1CCC(NSc2ccccc2[N+](=O)[O-])CC1 (stereo unspecified),7,1
Cc1cc(C(=O)N2CCCC(C(=O)c3cccc(C(F)(F)F)c3)C2)n[nH]1 (stereo unspecified),12,-22
O=C(NCc1ccc2c(c1)OCO2)C1CCCN(S(=O)(=O)c2cccc3cccnc23)C1 (stereo unspecified),13,-47
COc1ccc(C(C(=O)NC2CCCC2)N(C(=O)c2snc(C(N)=O)c2N)c2cccc(O)c2)cc1 (stereo unspecified),11,-9
Cc1ccc(/C=C2\SC(=S)N(CCCC(=O)Nc3cccc(C(=O)O)c3)C2=O)cc1,1,4
CN(C)C(=S)Nc1ccc(Br)c(Cl)c1,6,-3
CCOc1ccc(N(C(=O)Nc2ccccc2)C2=NCCC2)cc1,0,-3
Cc1cccc(N2CCN(C(=O)c3c(Cl)cnn3C)CC2)c1C,21,-16
COc1cccc(NS(=O)(=O)c2cn(C)c(=O)n(C)c2=O)c1,10,5
Fc1ccc(CSc2ccc(-c3ccco3)nn2)cc1,14,-10
O=C(CC1SC(=Nc2ccccc2)N(CCO)C1=O)Nc1ccccc1 (stereo unspecified),4,-10
COc1ccc(CNCc2c(C(=O)N(C)C)nc3ccc(Cl)cn23)c(OC)c1,12,-36
O=[N+]([O-])c1cc(C(F)(F)F)cc([N+](=O)[O-])c1NCCNC(=S)Nc1ccc(Cl)c(Cl)c1,12,0
COC(=O)Cc1c(O)ccn(Cc2cccc(C(F)(F)F)c2)c1=O,14,-20
Cc1ccc(NC(=S)Nc2cc(-c3ccccc3)[nH]n2)cc1Cl,9,-20
C/C(=N\OC(=O)C1CC1)C1CC1c1ccc(F)cc1 (stereo unspecified),12,-26
Cc1ccc(S(=O)(=O)NC2CC3CCC2C3)cc1 (stereo unspecified),7,-16
Cc1ccc2cc(C#N)c(NCc3ccco3)nc2c1,23,-15
CC1(C(=O)O)CCC(C(=O)NCCc2ccccc2)C1(C)C (stereo unspecified),14,-29
CCOc1ccc(C(C)=O)cc1CC(C(N)=O)C(N)=O,17,2
O=C(O)c1cc2c(cc1NC(=O)c1c(F)cccc1Cl)OCCCO2,18,0
O=C(N/N=C/c1sc2ccccc2c1O)c1ccccc1,44,12
CCOc1ccc(C(=O)NCC(c2cccs2)N(C)C)cc1 (stereo unspecified),10,-24
CCC(=O)NS(=O)(=O)c1cccnc1Nc1ccc(Cl)cc1,23,-9
C1=C(c2ccccc2)CCN(c2nc3ccccc3n3cnnc23)C1,34,-16
Cc1ccccc1CN1CCC(Oc2ccc(C(=O)N3CCCC3)cc2)CC1,-2,-14
CC(C)[C@H](NC(N)=O)C(=O)Nc1ccc(F)c(Cl)c1,12,4
CCc1nnc(NS(=O)(=O)c2ccc(NC(=O)c3cccc(OC(F)(F)C(F)F)c3)cc2)s1,5,-15
CCOC(=O)C1(C(F)(F)F)N=C(N(C)C)OC(N(C)C)=N1,-6,-7
COc1cc2c(C#N)c(N3CCCC3)nc(N)c2c(N)n1,42&13,-14&-25

# Structures from the list above that have two or more sulfur atoms (3):
SMILES,OX1R antag-1,OX1R antag-2
N#C/C(=C\c1ccc(-c2ccc([N+](=O)[O-])cc2)o1)C(=O)Nc1nc(-c2cccs2)cs1,7,-8
Cc1ccc(/C=C2\SC(=S)N(CCCC(=O)Nc3cccc(C(=O)O)c3)C2=O)cc1,1,4
CCc1nnc(NS(=O)(=O)c2ccc(NC(=O)c3cccc(OC(F)(F)C(F)F)c3)cc2)s1,5,-15

# Continuation.
SMILES,OX1R antag-1,OX1R antag-2
CC(C)(C)C1(C)OC(C(=O)NC2CCCCC2)C(C(=O)NC2CCCCC2)O1 (stereo unspecified),15,-8
CCOC(=O)CSC1=C(C#N)C(c2ccccc2C)C2=C(CCCC2=O)N1 (stereo unspecified),11,-19
Cc1nnc(SCC(=O)N2CCC(c3noc4ccc(F)cc34)CC2)s1,5,-21
CCCOn1c(-n2nc(C)cc2C)nc2ccccc2c1=O,13,-25
COC(=O)c1ccccc1NC(=O)CSCC(=O)Nc1ccccc1OC,42,-27
CC1=C(NCCc2ccccc2)CCC1=O,31,-17
CCOP(=O)(OCC)C(NC(=O)C(F)(F)F)c1ccccc1 (stereo unspecified),16,-12
Cc1ccnn1CC(=O)N/N=C/c1cn[nH]c1-c1ccccc1,0,-7
Cc1cc(C)n(CCC(=O)Nc2ccc(-c3ccno3)cc2)n1,4,-14
Cc1nnc(SCC(=O)c2cc(C)n(-c3c(C)n(C)n(-c4ccccc4)c3=O)c2C)s1,9,-16
CCOC(=O)c1c(NC(=O)c2c(C)noc2C)sc2c1CCCCC2,6,-15
O=C(C1CCCN(S(=O)(=O)c2cccc3nsnc23)C1)N1CC=C(c2ccccc2)CC1 (stereo unspecified),34,-14
COc1ccccc1NS(=O)(=O)c1cccc(NC(=S)NCCN2CCOCC2)c1,9,-34
CCC(=O)Nc1cccc(-c2nc3ccc(C)cc3o2)c1,23,-20
O=C(CCCNC(=O)c1ccc(Cl)cc1)Nc1ccccc1C(F)(F)F,8,-37
COc1ccc(OCC(=O)Nc2ccc3c(c2)nc(CCN2CCN(C)CC2)n3C)cc1,11,0
CCOC(=O)c1cnn(-c2cc(C)c3ccccc3n2)c1N,32,-22
c1ccc(OCc2nnc(-c3ccccc3)o2)cc1,13,-3
Nc1nc2nc(-c3ccc(F)cc3)cc(C(F)(F)F)n2n1,6,-14
CCOC(=O)CNc1ncnc2nc[nH]c12,8,8
Cc1ccc(-c2noc(-c3ccccc3C(=O)NCc3ccco3)n2)cc1,5,-32
CCOC(=O)C(=CNc1cc(C)nn1-c1ccc(Cl)cc1)C(=O)OCC,1,-45
CC(=O)c1ccc(C(=O)N2CCCC(N3CCN(c4ccc(F)cc4)CC3)C2)s1 (stereo unspecified),1,-12
O=C(NCCCn1ccnc1)c1ccc(Cl)cc1,-8,-19
CCCCCC(C)NC(=O)c1ccoc1C (stereo unspecified),16,-31
O=C(Nc1ccc(C(=O)N2CCCC2)cc1)c1ccc2c(c1)OCO2,12,-3
Cn1c(=O)c2c(ncn2CC(COCc2ccccc2Cl)OCc2ccccc2Cl)n(C)c1=O (stereo unspecified),34,-17
O=C(CN1C(=O)c2ccccc2C1=O)Nc1cccc(Cl)c1,-3,-7
CCN1CCN(c2nc3c(c(=O)[nH]c(=O)n3C)n2CCCSc2ncccn2)CC1,7,-12
CCOc1ccc(S(=O)(=O)N2CCCCC2)cc1NC(=O)CSCc1c(C)noc1C,30,2

# The list goes on; the last 6 above are carried over.
SMILES,OX1R antag-1,OX1R antag-2
CCCCCC(C)NC(=O)c1ccoc1C (stereo unspecified),16,-31
O=C(Nc1ccc(C(=O)N2CCCC2)cc1)c1ccc2c(c1)OCO2,12,-3
Cn1c(=O)c2c(ncn2CC(COCc2ccccc2Cl)OCc2ccccc2Cl)n(C)c1=O (stereo unspecified),34,-17
O=C(CN1C(=O)c2ccccc2C1=O)Nc1cccc(Cl)c1,-3,-7
CCN1CCN(c2nc3c(c(=O)[nH]c(=O)n3C)n2CCCSc2ncccn2)CC1,7,-12
CCOc1ccc(S(=O)(=O)N2CCCCC2)cc1NC(=O)CSCc1c(C)noc1C,30,2
CN(/N=C/c1ccncc1)C1=NCCN1,10,-13
COc1cc(/C=C2\SC(=S)NC2=O)ccc1OS(=O)(=O)c1ccccc1,80*,10
COc1cc(C)ccc1OCC(=O)OCC(=O)c1ccc[nH]1,12,-12
CC(=O)N1CCN(C(=O)c2ccc(Cl)c(NC(=O)c3cccs3)c2)CC1,3,-21
COCCCNC(=O)c1cn(C)c(=O)c2c1c1ccccc1n2C,-6,-9
CCOC(=O)c1c(-c2ccccc2)csc1NC(=S)NC(=O)c1ccccc1,23,-21
Cc1sc2ncnc(SCC(=O)Nc3ccc(S(=O)(=O)N4CCOCC4)cc3)c2c1C,0,-22
COC(=O)Nc1nc2ccc(Sc3ccccc3)cc2[nH]1,12,-2
COc1ccc(-c2nc(CSCC(=O)N3CCC(C(N)=O)CC3)c(C)o2)cc1OC,3,-9
O=C(Nc1nnc(-c2ccco2)s1)C1CCCCC1,15,-18
COc1cccc(C2CC(c3ccccc3)=NN2S(=O)(=O)c2ccccc2)c1OC (stereo unspecified),30,-7
O=C(c1cc(COc2ccc(F)cc2Cl)on1)N1CCc2ccccc2C1,10,-20
O=C(CN1CCN(c2ccc(O)cc2)CC1)Nc1ccc(S(=O)(=O)N2CCCC2)cc1,5,-19
Fc1ccc(OCCOCCN2CCNCC2)cc1,7,-14
CCOC(=O)c1[nH]c(C)c(CN(CCc2ccccc2)C(=O)CCC(=O)O)c1C,9,-7
CCOC(=O)c1cc(C#N)c(SCC(=O)c2cc(C#N)c(SC)nc2C)[nH]c1=O,8,-21
Clc1cccc(Nc2nc(-c3ccncc3)nc3ccccc23)c1,19,16
O=C1OC[C@H]2CCCC[C@@H](CO)ON12,4,3
O=C(NCc1ccco1)c1ccc(-c2csnn2)cc1,4,-11
COc1ccc(-c2oc(NC(=O)CSc3ncn[nH]3)c(C#N)c2-c2ccc(OC)cc2)cc1,8,-5
CCOc1ccccc1NC(=O)C1C2C=CC(O2)C1C(=O)O (stereo unspecified),21,-12
COc1ccc(C(=O)NCc2ccc(Cl)cc2)cc1S(=O)(=O)N1CCCC1,-3,-9
COc1cc(CN2CCN(Cc3cn(C)c4ccccc34)CC2CCO)cc(OC)c1 (stereo unspecified),11,-39
COc1ccc(C(=O)C2CCCN(C(=O)c3cc(C4CC4)[nH]n3)C2)c(C)c1 (stereo unspecified),19,-46
Cc1cc(NC(=O)CSc2nc(=O)n(CCCN(C)C)c3c2CCCC3)no1,4,0
CCNc1nc(NCC)nc(OCC(=O)O)n1,3,-8
Cc1oc2c(O)c(O)ccc2c(=O)c1-c1ccc(Cl)cc1,5,7
Cc1[nH]c(=O)[nH]c(=O)c1S(=O)(=O)N1CCCCC1,16,-6
O=C(NC1CCCC1)C(c1ccccc1F)N(C(=O)c1csnn1)C1CC1 (stereo unspecified),1,-3
Cc1cc(C)cc(OCC(=O)N2Cc3ccccc3CC2C(=O)O)c1 (stereo unspecified),23,-12
COc1ccccc1NC(=O)CSc1nnc(CC(=O)Nc2ccccc2F)n1C,10,-5
CC(C)(C)c1ccc(OCCCCCCN2CCNCC2)cc1,8,-12
CCCNC(=O)COC(=O)c1[nH]c(C)c(C(=O)OCC)c1C,7,-11
CCc1cc2c(=O)nc3n(c2s1)Cc1ccccc1/C3=C(/O)c1ccccc1Cl,21,-20
Cc1ccccc1S(=O)(=O)NC1=NCCCCC1,14,-4
CCOC(=O)c1ccc(N2C(=O)CC(N(C)Cc3ccccc3)C2=O)cc1 (stereo unspecified),15,-20
CCOC(=O)C1(Cc2ccc(Cl)cc2)CCN(C(C)Cc2ccc(O)c(OC)c2)CC1 (stereo unspecified),15,-15
Cc1ccc(C)c(NC(=O)CC2Oc3ccccc3NC2=O)c1 (stereo unspecified),-5,-12
COC(=O)c1[nH]c2ccc(F)cc2c1NS(=O)(=O)c1ccc(OC)cc1,13,-16
CCOC(=O)C(NC(=O)Nc1ccccc1)(OCC)C(F)(F)F (stereo unspecified),11,-2

# Complete entries as entered above. Order of screens: OX1R antag-1 | OX1R antag-2
# Results for CCOC(=O)C1(Cc2ccc(Cl)cc2)CCN(C(C)Cc2ccc(O)c(OC)c2)CC1 (stereo unspecified) = 15 | -15
# Results for COc1ccccc1NC(=O)CSc1nnc(CC(=O)Nc2ccccc2F)n1C = 10 | -5
# Results for CC(C)(C)c1ccc(OCCCCCCN2CCNCC2)cc1 = 8 | -12

# Additional compounds.
SMILES,OX1R antag-1,OX1R antag-2
CCC(C)NC(=O)COc1ccccc1[N+](=O)[O-] (stereo unspecified),-4,-5
O=C(Nc1ncc(Cl)cc1Cl)c1c(F)cccc1Cl,-1,8
Cc1nn(-c2ccccc2)c(C)c1NC(=O)COC(=O)c1ccc(Cl)c(N)c1,22,-10
O=C(c1nc2ccccn2c1CNCCCn1ncc2ccccc21)N1CCCC1,8,-40
CC12CC3CC(C)(C1)CC(C(=O)Nc1nn[nH]n1)(C3)C2,28,-7
C=CCOc1cccc(CNc2ccc3[nH]c(=O)[nH]c3c2)c1,12,-7
N#Cc1cc2c([nH]c1=S)CCCCCC2,14,-19
C[N+]1(CCNC(=O)/C=N/O)CCCCC1,1,-3
CC(C)Cn1c2nc3ccccc3nc2c2c(=O)n(CCN3CCOCC3)cnc21,20,-25
O=C(CC1C(=O)NCCN1C(=O)Nc1ccccc1)Nc1cccc(Cl)c1 (stereo unspecified),-13,-11
Cc1ccc(-c2nnn(CC(=O)Nc3ccccc3N3CCOCC3)n2)cc1,1,-19
C=CCC1(C#N)C(=S)NC2=C(C(=O)CC(C)(C)C2)C1c1ccc(Br)cc1 (stereo unspecified),21,1
CS(=O)(=O)c1ccc(C(=O)OCC(=O)NCc2cccs2)cc1[N+](=O)[O-],30,-2
